Mm-Cpn inhibitor = inhibitors of Methanococcus maripaludis chaperonin (MmCpn). hit rate 0.031% among 330,000. purified Mm-Cpn ATPase, ADP Transcreener TR-FRET. Potency, µM (titrated, usually from 76.9 µM), for the others: at the top dose activity, negative = inhibition, hits mostly inhibitors. AID 504842; note: potency is the fitted concentration of half-maximal effect; % is set by controls: 0 for no effect and ±100 for the full control effect; nearly all actives have a fitted effect of over 80% in size
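Measured: ADP formation by purified Mm-CPN. Conditions: 25 nM protein, 10 uM ATP, Tris pH 7.4 with Mg2+, K+ and DTT, 37°C for 30 min. Detection: Transcreener HTRF after 30 min at room temperature.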
EPAC2 ag = EPAC2 (human) agonism | EPAC2 activation, biochemical qHTS; response scale: 100% = 6.5 mM cAMP response | hit rate 0.079% among 360,000 | Q8WZA2 | Potency, µM (top dose mostly 154 µM), without a hit: at the top dose activation, most hits filed as activators; note: potency is the fitted concentration of half-maximal effect; nearly all actives have a fitted effect of over 50% in size
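Readout is BODIPY fluorescence (480 nm excitation, 540 nm emission), which falls as labeled GDP is exchanged off Rap1B. EPAC2 at 100 nM acted on 250 nM RAP1B-BODIPY-GDP with 50 uM GDP present.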
PTHR1 ag = agonists of human PTHR1 parathyroid hormone receptor | hit rate 0.075% among 410,000 | Potency, µM (series often up to 115 µM), for inactives: at the highest dose activation, most hits filed as activators | HEK293 GP2 PTHR1 cells, GloSensor cAMP luminescence, 1 h; note: potency is the fitted concentration of half-maximal effect; nearly all actives have a fitted effect of over 55% in size; some results filed as inactive show a strong effect at the top dose; inactives centre near -15; many of its hits are not listed in these tables
Target sequence (Q03431 whole entry, looked up): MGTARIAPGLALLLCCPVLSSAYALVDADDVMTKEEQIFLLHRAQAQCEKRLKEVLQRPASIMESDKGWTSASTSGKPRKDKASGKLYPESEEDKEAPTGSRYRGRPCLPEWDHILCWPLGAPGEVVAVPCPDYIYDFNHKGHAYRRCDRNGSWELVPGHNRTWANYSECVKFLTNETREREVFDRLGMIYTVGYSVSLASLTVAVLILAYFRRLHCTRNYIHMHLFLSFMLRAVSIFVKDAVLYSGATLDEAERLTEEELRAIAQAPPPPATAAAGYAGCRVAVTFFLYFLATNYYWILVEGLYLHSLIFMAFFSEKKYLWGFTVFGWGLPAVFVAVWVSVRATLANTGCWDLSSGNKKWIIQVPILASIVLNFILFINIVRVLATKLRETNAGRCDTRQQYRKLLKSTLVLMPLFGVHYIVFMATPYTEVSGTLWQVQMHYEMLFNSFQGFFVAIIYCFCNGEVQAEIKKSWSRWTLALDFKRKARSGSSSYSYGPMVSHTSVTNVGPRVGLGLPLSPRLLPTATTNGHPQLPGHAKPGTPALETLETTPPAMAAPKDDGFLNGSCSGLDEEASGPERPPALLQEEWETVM
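HEK-293-derived GP2 cells expressing PTHR1 and a GloSensor cAMP reporter, 3,000/well, plated overnight, given luciferin plus IBMX (each 0.5 mM as added) for 1 h at 37 °C, then compound for 1 h at 37 °C. Luminescence was read after 15 min at room temperature.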
pAkt inh = Akt phosphorylation inhibition; Neuro2A IGF-stimulated pAkt S473 HTRF, 20 min; active compounds read low; activity change, % for hits at 50 µM; hit rate 0.32% among 360,000; AID 651550; in the data active = activity change below about -80%; inconclusive = mostly about -51% to -80%; note: % is set by controls: 0 for no effect and ±100 for the full control effect
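Single-point screen (50 µM final compound) in Neuro2A cells stimulated 20 min with 6 nM IGF at 37 deg C. After lysis, Ser473-phosphorylated Akt read by HTRF (ex 330 nm, em 615/665 nm) as the 665/615 ratio.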
CCT chaperon mod = changes cytosolic chaperonin activity; hit rate 0.3% among 360,000; activity change, % (test concentration not listed), hits read low; AID 651819; purified chaperonin ATPase assay, HTRF ADP detection, 30 min; in the data active = activity change below about -30%; note: % is set by controls: 0 for no effect and ±100 for the full control effect
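First, chaperonin was dispensed at 40 nM or 20 nM final depending on batch activity. Next, compounds were pinned at 76 uM and ATP added at 10 uM. After 30 min at 37 °C, ADP detection reagents ran 30 min at ambient temperature.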
D3 antag = antagonists of human D3 dopamine receptor | P35462 | D3R cells, DiscoveRx beta-arrestin luminescence, antagonist mode; active compounds read low | max response, negative = inhibition, % | hit rate 2.5% among 360,000 | AID 652054; in the data active = max response below about -50%; inconclusive = no clear call, values can overlap the other calls; note: % is set by controls: 0 for no effect and ±100 for the full control effect; mostly tested at two doses, the higher about 12 µM
Target sequence (P35462 whole entry, looked up): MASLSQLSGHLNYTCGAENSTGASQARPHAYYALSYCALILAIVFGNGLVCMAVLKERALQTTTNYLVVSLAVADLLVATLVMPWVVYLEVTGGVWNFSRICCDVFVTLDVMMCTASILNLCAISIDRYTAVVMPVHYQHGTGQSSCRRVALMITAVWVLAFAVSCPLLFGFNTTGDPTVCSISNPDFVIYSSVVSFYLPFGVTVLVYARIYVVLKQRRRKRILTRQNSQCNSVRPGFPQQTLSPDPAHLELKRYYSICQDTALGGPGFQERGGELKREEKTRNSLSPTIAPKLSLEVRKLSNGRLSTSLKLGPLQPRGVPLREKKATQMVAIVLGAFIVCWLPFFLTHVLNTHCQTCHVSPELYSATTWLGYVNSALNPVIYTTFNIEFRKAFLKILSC
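Cells plated overnight at 1500 cells/well, then exposed to library compounds with dopamine controls for 90 minutes at 37 degrees C. DiscoveRx reagent added for 30–60 minutes at room temperature; luminescence read, quantitative HTS format.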
EPAC2 antagonist = EPAC2 (human) antagonism; EPAC2 GEF exchange of Rap1B-BODIPY-GDP, fluorescence; hit rate 0.18% among 360,000; AID 720708; Potency, µM (doses to about 114 µM), for the others: at the top dose activity, negative = inhibition, usual class: inhibitors; note: potency is the fitted concentration of half-maximal effect; % is set by controls: 0 for no effect and ±100 for the full control effect; nearly all actives have a fitted effect of over 45% in size; many of its hits are not listed in these tables
D3 ag = activates the human D3 dopamine receptor. D3R DiscoveRx beta-arrestin cells, luminescence, 90 min. hit rate 0.58% among 410,000. P35462. AID 652048. max activation, %; in the data active = max activation above about 30%; note: 0% is about no effect; mostly tested at two doses, the higher about 12 µM
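Cells at 1500/well, incubated overnight, then treated with pinned compounds (dopamine as control) for 90 min at 37 degrees C. DiscoveRx reagent added for 30 - 60 minutes at room temperature; luminescence read.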
* = called active by the depositor; & = joins results of further samples; [ ] = remark or other dose. Unless noted, calls come from the whole dose curve; as a rule, active = well fitted curve in the direction sought with a large enough effect; inconclusive = small, poorly fitted or top-dose-only effect, or another doubt; inactive = no such curve, though single readings can be large; an effect the other way counts as inactive or inconclusive. Only part of the results is shown; the hit share may differ from the screen's.

Screening Cc1ccc(-n2c(SCC(=O)NCCN3C(=O)CSC3=O)nnc2-c2ccccc2)cc1 returned Mm-Cpn inhibitor 1%, EPAC2 ag 1%, PTHR1 ag inactive, pAkt inh inactive, CCT chaperon mod -0.2, D3 antag -11, EPAC2 antagonist 5% and D3 ag 1.
For COc1ccc(OC)c(CN2CCN(Cc3cccc4ccccc34)CC2)c1 the results were Mm-Cpn inhibitor 1%, EPAC2 ag 13%, PTHR1 ag -11%, pAkt inh inactive, CCT chaperon mod -0.9, D3 antag -54*, EPAC2 antagonist 3% and D3 ag -1.
`COc1ccc(OC)c(NC(=O)c2nnn(Cc3ccc(Br)cc3F)c2N)c1` gave Mm-Cpn inhibitor 0%, EPAC2 ag 16%, PTHR1 ag -11%, pAkt inh inactive, CCT chaperon mod -1.7, D3 antag 0, EPAC2 antagonist 8% and D3 ag -10.
For Cc1cccc(OC(C)C(=O)N/N=C\c2ccncc2)c1 (centres undefined) the results were Mm-Cpn inhibitor -3%, EPAC2 ag 0%, PTHR1 ag inactive, pAkt inh inactive, CCT chaperon mod -0.2, D3 antag -26, EPAC2 antagonist 24% and D3 ag -6.
Screening O=C(OCC(=O)N(c1ccccc1)C1CCCCC1)c1ccc(CO)cc1 returned Mm-Cpn inhibitor -3%, EPAC2 ag -5%, PTHR1 ag -10%, pAkt inh inactive, CCT chaperon mod -1.3, D3 antag 8, EPAC2 antagonist -1% and D3 ag 2.
`O=C1c2ccccc2C(=O)N1CCc1csc(NNc2nc(CCN3C(=O)c4ccccc4C3=O)cs2)n1` gave Mm-Cpn inhibitor -2%, EPAC2 ag -2%, PTHR1 ag -41%[inhibitor], pAkt inh inactive, CCT chaperon mod 1.3, D3 antag 10, EPAC2 antagonist -6% and D3 ag 1.
`CCOC(=O)[C@@H]1[C@H]2COc3ccc(Br)cc3[C@@H]2N2C(=O)N(c3ccc(OC)cc3)C(=O)[C@]12C` gave Mm-Cpn inhibitor 0%, EPAC2 ag 12%, PTHR1 ag -15%, pAkt inh inactive, CCT chaperon mod 1.4, D3 antag 0, EPAC2 antagonist -11% and D3 ag 4.
For COCCCNC(=S)N(Cc1ccccc1)Cc1ccc(F)cc1 the results were Mm-Cpn inhibitor 0%, EPAC2 ag 9%, PTHR1 ag -13%, pAkt inh inactive, CCT chaperon mod -0.9, D3 antag -7, EPAC2 antagonist -20% and D3 ag 0.
Screening O=C(CNC(=O)c1cccs1)NCC(=O)OCC(=O)c1ccccc1 returned Mm-Cpn inhibitor 0%, EPAC2 ag 0%, PTHR1 ag -8%, pAkt inh inactive, CCT chaperon mod 0.5, D3 antag 5, EPAC2 antagonist -10% and D3 ag 19.
For Cc1csc(NC(=O)c2c(-c3c(F)cccc3Cl)noc2C)n1 the results were Mm-Cpn inhibitor -8%, EPAC2 ag 6%, PTHR1 ag -33%[inhibitor], pAkt inh inactive, CCT chaperon mod -0.5, D3 antag 10, EPAC2 antagonist -1% and D3 ag 1.
Cc1ccc(NC(=O)c2ccc(N3C(=O)C4CC=C(Cl)CC4C3=O)cc2)cc1 (centres undefined) was read as Mm-Cpn inhibitor -5%, EPAC2 ag -7%, PTHR1 ag -21%[57.5 µM], pAkt inh inactive, CCT chaperon mod 1.1, D3 antag 10, EPAC2 antagonist 14% and D3 ag 8.
COc1ccc(NS(=O)(=O)c2cccc(C(=O)NNC(=O)CNC(=O)c3cccc(C)c3)c2)cc1 was read as Mm-Cpn inhibitor 0%, EPAC2 ag 7%, PTHR1 ag -18%, pAkt inh inactive, CCT chaperon mod 0.4, D3 antag 8, EPAC2 antagonist -3% and D3 ag 4.
Screening CC(=O)N1c2ccc(S(=O)(=O)NCc3ccccc3Cl)cc2CC1C (centres undefined) returned Mm-Cpn inhibitor -1%, EPAC2 ag 1%, PTHR1 ag -24%&-64%, pAkt inh inactive, CCT chaperon mod -2.4, D3 antag 7, EPAC2 antagonist -1% and D3 ag 3&-7.
For Cc1ccc(CN2CCN(/N=C/c3cc(Br)cc(Br)c3O)CC2)cc1 the results were Mm-Cpn inhibitor -7%, EPAC2 ag 13%, PTHR1 ag -64%[inhibitor], pAkt inh inactive, CCT chaperon mod -1.2, D3 antag -15, EPAC2 antagonist 6% and D3 ag -18.
CCC1CCCCN1C(=O)COC(=O)c1cc(=O)[nH]c2ccccc12 (centres undefined) was read as Mm-Cpn inhibitor -1%, EPAC2 ag -4%, PTHR1 ag inactive, pAkt inh inactive, CCT chaperon mod -3.8, D3 antag -14, EPAC2 antagonist -1% and D3 ag -4.
`CN(C1CCCCC1)S(=O)(=O)c1ccc(SCC(=O)C(C)(C)C)nc1` gave Mm-Cpn inhibitor 0%, EPAC2 ag 2%, PTHR1 ag -32%[inhibitor], pAkt inh inactive, CCT chaperon mod -1.1, D3 antag 11, EPAC2 antagonist -14% and D3 ag 1.
Screening CC(=O)Nc1ccc(-c2nnn(CC(=O)c3ccc(F)cc3)n2)cc1Cl returned Mm-Cpn inhibitor -9%, EPAC2 ag 18%, PTHR1 ag -23%, pAkt inh inactive, CCT chaperon mod -2.1, D3 antag -24, EPAC2 antagonist 9% and D3 ag -6.
Cc1nc(S/C(=C\c2ccc(-c3ccc(C(=O)O)c(Cl)c3)o2)C(=O)O)n[nH]1 was read as Mm-Cpn inhibitor -17%, EPAC2 ag 7%, PTHR1 ag inactive, pAkt inh inactive, CCT chaperon mod -2.4, D3 antag 5, EPAC2 antagonist -5% and D3 ag -1.
For CC(C)CCNC(=O)CN(Cc1ccc(F)cc1)C(=O)CCC(=O)Nc1ccccn1 the results were Mm-Cpn inhibitor -2%, EPAC2 ag 4%, PTHR1 ag -7%, pAkt inh inactive, CCT chaperon mod 0.5, D3 antag -6, EPAC2 antagonist 1% and D3 ag -10.
For Cc1ccc(-c2ccc(=O)n(CC(=O)NCC3COCCO3)n2)cc1 (centres undefined) the results were Mm-Cpn inhibitor 2%, EPAC2 ag -1%, PTHR1 ag inactive, pAkt inh inactive, CCT chaperon mod -0.4, D3 antag 12, EPAC2 antagonist 17% and D3 ag 1.
Screening COc1ccc(CNC(=O)CCCn2nc(C)c3c(C)n(-c4ccc(C)cc4)nc3c2=O)cc1OC returned Mm-Cpn inhibitor 0%, EPAC2 ag 2%, PTHR1 ag -16%&-41%, pAkt inh inactive, CCT chaperon mod -3.2, D3 antag 4, EPAC2 antagonist -7% and D3 ag 2&-1.
`CC1(C)CNC(=S)N1Cc1ccccc1` gave EPAC2 ag -3%, PTHR1 ag inactive, pAkt inh inactive, CCT chaperon mod -1.4, D3 antag 18, EPAC2 antagonist -10% and D3 ag 7.
For Cc1ccc2[nH]cc(CCNC(=O)CN3C(=O)c4ccccc4C3=O)c2c1 the results were Mm-Cpn inhibitor 3%, EPAC2 ag 1%, PTHR1 ag -6%, pAkt inh inactive, CCT chaperon mod -0.2, D3 antag 5, EPAC2 antagonist 2% and D3 ag 9.
`CC(C)=CCN1CCC(n2nccc2NC(=O)c2ccccc2Cl)CC1` gave Mm-Cpn inhibitor 2%, EPAC2 ag 0%, PTHR1 ag -19%, pAkt inh inactive, CCT chaperon mod 0.4, D3 antag -10, EPAC2 antagonist 11% and D3 ag -10.
`CCN1C[C@@H]2[C@@H]3C(=O)N(C)C(=O)[C@@H]3[C@](CC)(C1=O)N2C(=O)c1ccc(C(F)(F)F)cc1` gave EPAC2 ag 14%, PTHR1 ag inactive, pAkt inh inactive, CCT chaperon mod 0.5, D3 antag 8, EPAC2 antagonist 4% and D3 ag 4.
Screening CC1(C)CC2CC(C)(CN2C(=O)COC(=O)c2ccc(Cl)cc2N)C1 (centres undefined) returned Mm-Cpn inhibitor -1%, EPAC2 ag -11%, PTHR1 ag -36%[inhibitor][57.5 µM], pAkt inh inactive, CCT chaperon mod 0.0, D3 antag 8, EPAC2 antagonist -18% and D3 ag -4.
For Cc1[nH]c2ccccc2c1C(=O)C(=O)N(C)C1CCCCC1 the results were Mm-Cpn inhibitor -1%, EPAC2 ag 13%, PTHR1 ag -22%, pAkt inh inactive, CCT chaperon mod -2.9, D3 antag -20, EPAC2 antagonist -1% and D3 ag 0.
CCN(CC(=O)NC(C)C)Cc1nc2sc3c(c2c(=O)[nH]1)CCC3 was read as Mm-Cpn inhibitor 0%, EPAC2 ag 6%, PTHR1 ag -17%, pAkt inh inactive, CCT chaperon mod -3.4, D3 antag 41, EPAC2 antagonist -1% and D3 ag 4.
For COc1ccccc1-n1nnnc1SCC(=O)NCC1(N2CCOCC2)CCCCC1 the results were Mm-Cpn inhibitor 1%, EPAC2 ag 4%, PTHR1 ag inactive, pAkt inh inactive, CCT chaperon mod -2.1, D3 antag 15, EPAC2 antagonist 0% and D3 ag 7.
Screening O=C(O)C1C2C=CC(C2)C1C(=O)NC(c1ccccc1)c1ccccc1 (centres undefined) returned Mm-Cpn inhibitor 0%, EPAC2 ag -1%, PTHR1 ag -16%, pAkt inh inactive, CCT chaperon mod 1.9, D3 antag 9, EPAC2 antagonist 15% and D3 ag 8.
Screening CCC(C)(C)n1nnnc1CN1CCSCC1 returned Mm-Cpn inhibitor -1%, EPAC2 ag 10%, PTHR1 ag 17%[57.5 µM], pAkt inh inactive, CCT chaperon mod 2.1, D3 antag -19, EPAC2 antagonist 1% and D3 ag 3.
For N#Cc1ccc(CSc2nnc(-c3ccccc3)n2Cc2ccco2)cc1 the results were Mm-Cpn inhibitor 0%, EPAC2 ag 4%, PTHR1 ag inconclusive, pAkt inh inactive, CCT chaperon mod -2.1, D3 antag 22, EPAC2 antagonist -2% and D3 ag -13.
For Cc1cc(C)nc(NN2C(=O)C=CC2=O)n1 the results were Mm-Cpn inhibitor 1%, EPAC2 ag 0%, PTHR1 ag inactive, pAkt inh inactive, CCT chaperon mod 2.0, D3 antag -8, EPAC2 antagonist -4% and D3 ag 0.
CCCNC(=O)CSc1nccn1Cc1ccc(OC)cc1 was read as Mm-Cpn inhibitor 0%, EPAC2 ag 0%, PTHR1 ag -29%, pAkt inh inactive, CCT chaperon mod -1.2, D3 antag 0, EPAC2 antagonist 4% and D3 ag -4.

Screening results deposited in PubChem by National Center for Advancing Translational Sciences (NCATS).
